# Bioassay records (PubChem BioAssay)
# DUSP3 inh: DUSP3 (human) phosphatase inhibition | recombinant VHR phosphatase, pNPP absorbance | 0.52% of 290,000 active | P51452 | inhibition, % at 13.3 µM; in the data active = inhibition above about 50%; also: some compounds called inactive have numbers as strong as hits
# Target sequence (P51452 whole entry, looked up): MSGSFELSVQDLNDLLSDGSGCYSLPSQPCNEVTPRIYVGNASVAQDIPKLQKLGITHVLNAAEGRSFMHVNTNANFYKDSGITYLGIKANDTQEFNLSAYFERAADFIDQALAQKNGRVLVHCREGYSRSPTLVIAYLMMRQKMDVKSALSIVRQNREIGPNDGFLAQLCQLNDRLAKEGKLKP
# PrPC surface inh: inhibitors of human cell surface prion protein PrPC; P04156; TR-FRET read-out; inhibition, % at 13.8 µM; 0.43% of 370,000 active; in the data active = inhibition above about 24%; also: 0% = median of the test wells and 100% = reference compound wells
# MazEF act: MazEF (E. coli) toxin RNase activation; P0AE70; FAM/BHQ RNA-DNA oligo cleavage fluorescence, 5 h; activation, % at 20 µM; 0.32% of 350,000 active; in the data active = activation above about 50%
# Target sequence (P0AE70 whole entry, looked up): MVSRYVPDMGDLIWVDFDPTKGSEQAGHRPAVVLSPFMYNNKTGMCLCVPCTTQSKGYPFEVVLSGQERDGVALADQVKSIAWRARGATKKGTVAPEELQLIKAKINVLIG
# SARS 3CLpro inh: SARS-CoV 3CLpro protease inhibition | P0C6X7 | inhibition, % at 6 µM | recombinant SARS-CoV 3CLpro, quenched FRET peptide cleavage | 0.14% of 290,000 active; in the data active = inhibition above about 12%
# SSB-PriA inh: inhibitors of Klebsiella pneumoniae PriA binding to SSB C-terminal tail | AlphaScreen SSBct-PriA binding, biotinylated peptide | inhibition, % at 33 µM | 0.6% of 430,000 active | AID 1272365; in the data active = inhibition mostly above about 37%, no sharp cut-off; inactive = mostly below about 20%;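 also: plate controls were negative control peptide for no effect and reference peptide for full effect; strong numbers were not always called active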
# BoNT A protease: BoNT A light chain protease inhibition. multiplex microsphere protease substrate cleavage, flow cytometry. inhibition, % at 10 µM. 0.17% of 360,000 active; also: plate controls were buffer without enzyme for full effect and enzyme alone for no effect
# Anthrax LF prot: inhibitors of Bacillus anthracis lethal factor protease. P15917. multiplex microsphere protease cleavage assay, LF. inhibition, % at 10 µM. 0.12% of 360,000 active; also: plate controls were buffer without enzyme for full effect and enzyme alone for no effect
# Rv3671c inh: inhibitors of M. tuberculosis serine protease Rv3671c; 0.048% of 320,000 active; inhibition, % at 5.96 µM; P9WHR9; in the data active = inhibition above about 38%;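 also: extracellular domain of Rv3671c used as enzyme; 0% = enzyme with DMSO and 100% = no enzyme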
# Target sequence (P9WHR9 whole entry, looked up, the tested form may be a part): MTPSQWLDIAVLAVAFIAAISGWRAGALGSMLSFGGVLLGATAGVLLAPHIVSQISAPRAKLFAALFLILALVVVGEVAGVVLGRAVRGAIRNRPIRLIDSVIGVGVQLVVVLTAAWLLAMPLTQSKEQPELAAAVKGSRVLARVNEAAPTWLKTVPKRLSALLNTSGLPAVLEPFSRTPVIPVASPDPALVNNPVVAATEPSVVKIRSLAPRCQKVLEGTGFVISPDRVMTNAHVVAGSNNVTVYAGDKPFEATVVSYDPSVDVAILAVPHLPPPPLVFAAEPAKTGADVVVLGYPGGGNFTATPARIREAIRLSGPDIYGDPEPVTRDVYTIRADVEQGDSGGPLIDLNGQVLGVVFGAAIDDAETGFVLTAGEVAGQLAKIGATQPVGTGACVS
# BoNT F protease: inhibitors of Botulinum neurotoxin F light chain protease; Multiplex microsphere protease cleavage assay, flow cytometry; inhibition, % at 10 µM; 0.22% of 360,000 active; AID 588497; in the data active = inhibition above about 35%, passing the limit was not always enough; inconclusive = no clear call, values can overlap the other calls; also: plate controls were buffer without enzyme for full effect and enzyme alone for no effect
# CCHFV vOTU inh: CCHFV vOTU protease inhibition; inhibition, % at 11.5 µM; Pep-AMC fluorescence; 0.55% of 370,000 active; in the data active = inhibition above about 30%; also: 0% = vehicle wells with enzyme and 100% = no enzyme wells
# * hit, by the source's call; ? = inconclusive; / = no result given; & = joins results of further samples. Rule as the data show it, unless noted: active = inhibition above about 30%; inconclusive = no clear call, values can overlap the other calls; inactive = below that. An excerpt. The share of hits here may be higher or lower than overall.
SMILES	DUSP3 inh	PrPC surface inh	MazEF act	SARS 3CLpro inh	SSB-PriA inh	BoNT A protease	Anthrax LF prot	Rv3671c inh	BoNT F protease	CCHFV vOTU inh
COc1cc(NC(=O)COC(=O)/C=C/c2ccc(OC)c(OC)c2)cc(OC)c1	-10	-7	4	-2	2	1.1	-4	2	-1	9
NC(=O)c1nsc(C(=O)N(CCc2ccccc2)C(C(=O)NC2CCCC2)c2ccco2)c1N (centres undefined)	12	-7	-2	2	-19	2.1	-2	-19	-2	-14
Cc1ccc(Cn2ccc(NC(=O)c3noc4c3CCCC4)n2)cc1	6	-1	1	1	-5	-1.3	-4	-5	-15	-3
O=C(Nc1ccc(NC(=O)C2CCCCC2)cn1)c1ccco1	20	4	11	1	-13	-0.6	2	-10	1	28
CCOC(=O)/C(C#N)=C/c1c[nH]c2ccccc12	8&-18	10	-2	-2&0	-6	0.0	1	-6	-5	-12
Cc1nc2ccc(NC(=O)c3cccc(C(F)(F)F)c3)cc2o1	10	2	5	-1	-7	0.4	0	10	0	6
Cc1ccc2nc(-c3cccc(Br)c3)c(CC3CCCCC3)n2c1	/	0	/	/	/	1.4	5	/	-3	0
CCc1nnc(SCc2ccc(C(=O)OC)o2)n1N	-7	1	-1	0	-3	0.0	0	-3	2	4
Cc1cccc(NS(=O)(=O)c2cccc(C(=O)N3CCCCCC3)c2)c1	/	-5	7	/	-1	0.9	5	4	16	19
CCCCCCSc1cccc(-c2nc3ccc(Cl)cn3c2NCc2ccccc2)c1	/	10&3	0	/	-23	-0.4&0.1	-10&-1	5	-12&-12	-5&-1
COc1ccc(NS(=O)(=O)c2cccc(C(=O)NNC(=O)c3ccc(Br)o3)c2)cc1	/	9	-4	/	-4	-1.2	-2	-3	0	-2
COc1ccc(-c2cc(=O)c3cc(F)ccc3[nH]2)cc1	0	5	-1	2	-20	0.0	-6	0	-2	-3
CC(=O)Nc1cccc(-c2ccnc3c2CC(C)(C(=O)Nc2ccc4c(c2)OCO4)O3)c1 (centres undefined)	/	8	/	/	/	-0.4	0	/	-8	-5
CC(C)C(=O)NC(c1ccccc1Cl)c1c(O)ccc2ccccc12 (centres undefined)	-16	/	0	4	-4	0.3	0	6	1	/
CCOc1cc(C(=O)N(C)CC(=O)Nc2cccc3ccccc23)ccc1OC	/	-1	1	/	-3	0.7	-6	-9	2	0
Cc1cc(C)cc(-n2c(SCC(=O)Nc3cccc(S(=O)(=O)NC4=NCCCCC4)c3)nc3ccccc3c2=O)c1	5	0	-9	4	-10	0.3	1	-32	-7	5
Cc1c(NS(=O)(=O)c2cccc(C(=O)N3CCCC3)c2)c(=O)n(-c2ccccc2)n1C	/	-4	-1	/	-7	-1.3	-12	-6	-11	10
C=CCCN(C(C(=O)OC)C(C)C)S(=O)(=O)c1ccccc1Br (centres undefined)	18	-6	4	/	-19	-1.0	-1	-4	-7	1
CO[C@@]1(NC(=O)C2SC(=C(C(N)=O)C(=O)O)S2)C(=O)N2C(C(=O)O)=C(CSc3nnnn3C)CS[C@@H]21 (some centres undefined)	/	4	-3	/	-5	-1.2	-4	3	-7	-3
CCN(C(=O)c1ccc2c(=O)n3c(nc2c1)CCCCC3)c1ccc(F)cc1	24	4	-1	-1	7	1.1	-1	4	7	3
Cc1ccc(C(=O)N/C(=C\c2cn(-c3ccccc3)nc2-c2ccccc2)C(=O)N2CCOCC2)cc1	32	-5	-13	6	6	0.3	-14	0	-11	-19
O=C(Cn1nc2ccccc2n1)N/N=C/c1cc([N+](=O)[O-])ccc1O	2	-9	-12	7	/	-2.0	-2	14	-4	17
Cc1ccc(Cl)cc1-c1cc(C(=O)N2CCc3ccccc3C2)[nH]n1	/	-3	/	/	/	-0.7	-5	/	-4	6
CCCC(=O)Nc1nnc(S(=O)(=O)N(CC)c2ccccc2)s1	19	-4	-3	0	1	-2.4	6	8	-1	-13
COc1cccc(NC(=O)c2oc3ccc(S(=O)(=O)N4CCOCC4)cc3c2C)c1	30	2	6	8	-1	0.2	-5	-26	0	-8
COc1ccc(CNC(=O)C[C@H]2C[C@H](C(=O)N3CCOCC3)[C@@]3(C)c4[nH]c5cc(-c6ccco6)ccc5c4CCN3C2=O)cc1OC	/	-5	1	/	-8	-0.3	-6	/	-6	-13
Cc1ccc(C)c(N2CCN(C(=O)CCNC(=O)Cn3ccc4ccccc4c3=O)CC2)c1	15	-1	-8	7	-4	0.4	2	-1	-2	-11
Fc1cccc2sc(Nc3nnc(-c4ccco4)o3)nc12	-22	12	-5	-4	-13	0.1	-2	5	0	-9
CC(C)C(NC(=O)CCN1C(=O)c2ccccc2C1=O)c1ccccc1 (centres undefined)	31	6	6	1	-10	0.8	-8	/	5	-3
Cc1cc(N/N=C/c2ccc(Cl)cc2)nc(NCc2ccccc2)n1	21	-8	-10	2	/	-0.5	-1	2	-1	-14
COC(=O)c1sc2ccccc2c1NC(=O)c1ccc(S(=O)(=O)N2CCCC(C)C2)cc1 (centres undefined)	17	0	-11	1	-9	-0.4	2	-2	-6	11
COc1ccc(-c2nc(S(=O)(=O)c3ccccc3)c(N3CCN(C)CC3)o2)cc1	/	0	10	/	10	0.2	0	/	1	-4
COc1ccc(/C=C(\NC(=O)c2ccc(C)cc2)C(=O)NCCCn2ccnc2)cc1	17	-5	5	-6	34	-0.3	1	-7	4	-4
O=C(Nc1ccccc1)N1CCCC(c2nc(-c3ccc(F)cc3)no2)C1 (centres undefined)	34	-3	-8	2	-16	0.7	6	1	?	7
O=C(COC(=O)/C=C/c1ccc([N+](=O)[O-])cc1)NC(c1ccccc1)c1ccccc1	-7	-8	6	2	3	-0.6	0	-18	2	4
COc1ccccc1C(=O)N(C)CC(=O)Nc1ccc(N2CCOCC2)cc1	/	-2	3	/	2	/	/	-3	/	1
CN(Cc1ccsc1)C(=O)CCc1nnc(Cc2c[nH]c3ccccc23)o1	-14	-3	6	0	11	1.3	-4	-6	13	-3
CC(=O)Nc1ccc(-c2ccnc3c2CC(C)(C(=O)NCCN(C)C)O3)cc1 (centres undefined)	/	5	/	/	/	0.2	-6	/	-6	-5
O=C(COc1ccc(Cl)cc1)NNC(=O)CSc1nncs1	30	-6	-4	3	-6	-1.0	-9	5	1	-2
O=C(Cn1nnc2ccccc21)c1ccccc1	5	5	8	-2	-18	-1.5	-7	-2	-7	-3
CCOc1ccc(NC(=O)c2nccnc2CO)cc1	19	0	3	-1	5	-0.7	-2	-2	-20	-10
N#Cc1ccccc1S(=O)(=O)N1CCN(C(=O)c2cccc(S(=O)(=O)N3CCCC3)c2)CC1	/	-1	6	/	1	2.2	1	/	-1	-4
CC(=O)C1=C(O)C(=O)N(Cc2ccccc2)C1c1ccc(N(C)C)cc1 (centres undefined)	-3	-7	1	-1	-14	-5.2	-10	3	0	-6
COc1cccc(NC(=O)CN(C)C(=O)C(CCSC)NC(=O)c2ccco2)c1 (centres undefined)	/	5	6	/	-15	1.2	6	-6	0	7
CC(=O)c1ccc(NC(=S)N2CCCC(CO)C2)cc1 (centres undefined)	3	2	4	1	0	-0.9	1	-3	-14	-10
Cc1ccc(C)c(Cn2c3ccccc3c3cnn(CC(=O)NCCCN4CCCCC4)c(=O)c32)c1	15	-20	30	3	7	-0.6	0	-5	2	2
Cc1ccc(-n2c(SCC(=O)OC(C)C)nnc2-c2ccncc2)cc1	44	3	-3	-2	-7	0.3	1	-3	7	9
Cc1ccc(OCCSc2nc3ccccc3n2CC(=O)O)cc1	-28	10	-1	3	-2	2.1	-2	-11	-1	12
CC1=C(C(=O)Nc2ccccc2)C(c2ccco2)NC(=S)N1 (centres undefined)	21	-6	7	0	-7&-6	-2.1	-1	-7	-7	-1
CCC(=O)NNc1ccc(Br)cc1	-3	17	-2	-3	0	-0.3	1	0	0	-13
Cc1ccc(C2(C)NC(=O)N(CC(=O)Nc3ccc4c(c3)OCO4)C2=O)cc1 (centres undefined)	-16	3	3	1	3	-0.8	-8	2	-16	-5
Cc1cccc(-c2nc3c(c(SCC(=O)N(C)C)n2)CCCC3)c1	20	-4	6	1	-13	0.7	-3	8	-6	-2
COc1ccccc1N1CCN(C2CCCN(C(=O)CCn3cncn3)C2)CC1 (centres undefined)	57*	-11	2	-3	7	0.9	-7	8	1	10
C[C@@H]1CN([C@@H](C)CO)C(=O)Cc2cc(NC(=O)Nc3ccc4c(c3)OCO4)ccc2O[C@@H]1CN(C)C(=O)NC1CCCCC1	/	4	-24	/	-3	-0.2	-3	6	0	-3
COc1cccc(CN(C)CC(=O)Nc2ccccc2C(C)C)c1	-8	8	4	-2	-14	0.4	2	7	5	8
CCOC(=O)[C@H]1[C@H]2COc3ccc(Br)cc3[C@@H]2N2C(=O)c3cc(Br)ccc3NC(=O)[C@@]12C	/	-1	-3	/	8	-0.6	1	-64	4	0
O=C(C1CCC(=O)N(C2CC2)C1)N(CCO)Cc1ccccc1 (centres undefined)	-3	3	2	0	-10	0.7	2	-6	-4	-5
O=C(O)CCc1nc2ccccc2n(CCc2ccccc2)c1=O	0	10	-2	-9	1	0.1	-4	-3	-5	-1
CCCc1c(C)nn(C(=O)/C(C#N)=N/Nc2ccccc2[N+](=O)[O-])c1C	-6	-20	4	1	/	-0.2	-2	0	-1	4
CC(=O)Nc1ccc(S(=O)(=O)Nc2nnc(C(C)C)s2)cc1	2	4	2	0	-28	-0.2	-2	-5	-3	4

# Additional compounds.
SMILES	DUSP3 inh	PrPC surface inh	MazEF act	SARS 3CLpro inh	SSB-PriA inh	BoNT A protease	Anthrax LF prot	Rv3671c inh	BoNT F protease	CCHFV vOTU inh
Cc1c(C(=O)N(C)CCC#N)oc2ccc(S(=O)(=O)N3CC(C)CC(C)C3)cc12 (centres undefined)	-42	3	-4	7	-2	0.6	-2	-3	11	2
CCC(C)(C)n1nnnc1C(c1ccc(C)cc1)N1CCN(Cc2cccnc2)CC1 (centres undefined)	32	-4	14	-3	0	1.5	1	0	2	12
S=c1[nH]nc(-c2ccccc2)o1	3	8	-4	-2	-16	0.1	0	0	-2	5
CCC(C)(C(=O)NC1CCCCC1)N(C(=O)c1ccccn1)c1ccccc1 (centres undefined)	4	1	4	-10	-16	0.0	-4	2	4	14
O=C(N/N=C/c1coc2ccccc2c1=O)c1cccc([N+](=O)[O-])c1	14	-3	8	4	/	0.1	0	0	2	-9
COc1ccc(NS(=O)(=O)c2cccc(C(=O)N3CCCCCC3)c2)cc1	/	2	1	/	2	?	-8	1	-24	0
Cc1ccc2c(c1)c1c(c(=O)n(-c3ccccc3)c(=O)n1CC(=O)NCC1CCCO1)n2C (centres undefined)	10	2	13	-1	0	-0.5	-2	-4	-11	-8
Cc1cccc(-c2nnc(NC(=O)c3ccc(N4C(=O)CCC4=O)cc3)s2)c1	-4	6	2	3	3	-0.9	-4	-73	-5	-5
CCOC(=O)C1=C(C)OC(N)=C(C#N)C1c1ccsc1 (centres undefined)	10	/	-3	3	-10	18	-9	6	16	/

# Shown with two lines to a compound: entries from further up
# Results follow in this order: DUSP3 inh, PrPC surface inh, MazEF act, SARS 3CLpro inh, SSB-PriA inh, BoNT A protease, Anthrax LF prot, Rv3671c inh, BoNT F protease, CCHFV vOTU inh
> Cc1c(C(=O)N(C)CCC#N)oc2ccc(S(=O)(=O)N3CC(C)CC(C)C3)cc12 (centres undefined)
→ -42, 3, -4, 7, -2, 0.6, -2, -3, 11, 2
> CCC(C)(C)n1nnnc1C(c1ccc(C)cc1)N1CCN(Cc2cccnc2)CC1 (centres undefined)
→ 32, -4, 14, -3, 0, 1.5, 1, 0, 2, 12
> S=c1[nH]nc(-c2ccccc2)o1
→ 3, 8, -4, -2, -16, 0.1, 0, 0, -2, 5
> CCC(C)(C(=O)NC1CCCCC1)N(C(=O)c1ccccn1)c1ccccc1 (centres undefined)
→ 4, 1, 4, -10, -16, 0.0, -4, 2, 4, 14
